HP1b chromo inh = HTS for Inhibitors of HP1-beta Chromodomain Interactions with Methylated Histone Tails; AID 540317, 2011; Potency, µM (top dose mostly 114 µM), inactives show top-dose activity change, negative = inhibition, most hits filed as inhibitors; actives 0.56% (n = 390,000); AlphaScreen HP1-beta / biotin-H3K9me3 peptide binding; also: nearly all actives have a fitted effect of over 70% in size; inactives centre near 23
Target sequence (P83916 whole entry, looked up): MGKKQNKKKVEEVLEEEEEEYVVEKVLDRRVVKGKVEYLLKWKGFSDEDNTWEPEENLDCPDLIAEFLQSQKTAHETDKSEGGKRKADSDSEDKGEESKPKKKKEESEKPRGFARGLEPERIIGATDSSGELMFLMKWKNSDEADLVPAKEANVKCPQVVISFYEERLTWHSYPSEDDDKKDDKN
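HP1-beta protein (50 nM final) preincubated 30 min at room temperature with biotinylated H3(1-18)K9me3 peptide (50 nM) in PBS pH 7.4, 0.01% Tween-20, then compound added for 30 min. AlphaScreen streptavidin donor/nickel chelate acceptor beads (10 ug/mL final), 30 min dark, luminescence read.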
G9a inh = qHTS Assay for Inhibitors of Histone Lysine Methyltransferase G9a. Histone-lysine N-methyltransferase EHMT2 (Homo sapiens), Q96KQ7. G9a H3K9 monomethylation, AlphaScreen, 2 h. Potency, µM (highest dose often 102 µM), for inactives: at the highest dose activity, negative = inhibition, hits mostly inhibitors. actives 8.8% (n = 350,000). AID 504332, 2011; also: % is scaled to controls: 0 for no effect and ±100 for the full control effect; nearly all actives have a fitted effect of over 75% in size
Target sequence (Q96KQ7 913-1193 limits assumed): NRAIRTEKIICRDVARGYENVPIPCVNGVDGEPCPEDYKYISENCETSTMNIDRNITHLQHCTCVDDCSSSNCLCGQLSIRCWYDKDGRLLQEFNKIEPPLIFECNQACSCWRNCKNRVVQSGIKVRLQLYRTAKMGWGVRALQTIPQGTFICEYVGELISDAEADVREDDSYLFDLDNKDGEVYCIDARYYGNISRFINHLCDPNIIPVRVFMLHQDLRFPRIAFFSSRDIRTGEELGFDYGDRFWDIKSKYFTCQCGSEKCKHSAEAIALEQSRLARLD
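Methyltransferase reactions run at room temperature for 2 h (20 nM enzyme, 500 nM biotin-H3K9 peptide, 20 uM SAM) after a 15 min compound preincubation; product detected by AlphaScreen beads and anti-H3K9me1 antibody.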
Pin1 inhibitor = qHTS Assay to Find Inhibitors of Pin1; Peptidyl-prolyl cis-trans isomerase NIMA-interacting 1 (Homo sapiens), Q13526; Pin1 FP peptide displacement, HiFluor488, 10 min; Potency, µM (series often up to 115 µM), inactives show at the top dose activity, negative = inhibition, most hits filed as inhibitors; actives 0.009% (n = 390,000); AID 504891, 2011; active = well fitted inhibition curve with a large enough effect in the polarisation, with a control signal flat, not every such curve was filed as active; inconclusive = small, poorly fitted or top-dose-only effect, or effect the other way, or a change in a side signal; inactive = no such curve, though single readings can be large or run the other way; the % refers to the polarisation; also: % is scaled to controls: 0 for no effect and ±100 for the full control effect
Target sequence (Q13526 whole entry, looked up): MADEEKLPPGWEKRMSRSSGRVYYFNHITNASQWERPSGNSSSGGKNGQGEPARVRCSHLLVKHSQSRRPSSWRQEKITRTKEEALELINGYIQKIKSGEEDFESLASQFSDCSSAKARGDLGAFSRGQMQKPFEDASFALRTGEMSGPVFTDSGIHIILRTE
BAZ2B block = qHTS Assay for Inhibitors of BAZ2B | AlphaScreen BAZ2B-H3K14Ac peptide displacement | Potency, µM (series often up to 114 µM), without a hit: top-dose activity change, negative = inhibition, most hits filed as inhibitors | actives 4.4% (n = 360,000) | Bromodomain adjacent to zinc finger domain protein 2B (Homo sapiens), Q9UIF8; also: % is scaled to controls: 0 for no effect and ±100 for the full control effect; nearly all actives have a fitted effect of over 60% in size
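AlphaScreen displacement: compounds (up to 110uM) incubated 30 min at room temperature with a preformed 50 nM BAZ2B/50 nM biotinylated H3K14Ac peptide complex in PBS pH 7.4 with Tween-20. Donor and acceptor beads at 10 ug/mL final added, 20 min light-protected before reading.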
Tb PGK inh = qHTS Assay to Find Inhibitors of Phosphoglycerate Kinase; AID 602233, 2012; actives 0.043% (n = 380,000); Potency, µM (doses to about 57.5 µM), for inactives: at the highest dose activity change, negative = inhibition, actives largely listed as inhibitors; PGK/GAPDH coupled, Kinase-Glo luminescence, 60 min; Phosphoglycerate kinase, glycosomal (Trypanosoma brucei brucei), P07378; also: % is scaled to controls: 0 for no effect and ±100 for the full control effect; nearly all actives have a fitted effect of over 60% in size
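Luminescent ATP detection (Kinase-Glo Plus) follows a 60-minute room-temperature incubation, with wells lacking PGK as controls. Buffer: 100 mM TEA (pH 7.6), 5 mM MgCl2, 0.01% Tween-20. Coupling enzyme GAPDH (100 nM final) supplies unstable 1,3-BPG in-well.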
BLM helicase inh = qHTS Assay for Inhibitors of Bloom's syndrome helicase (BLM); recombinant BLM DNA unwinding, fluorescence dequenching; Potency, µM (doses to about 56.1 µM), without a hit: at the top dose activity change, negative = inhibition, actives largely listed as inhibitors; RecQ-like DNA helicase BLM (Homo sapiens), P54132; actives 0.2% (n = 350,000);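 also: plate controls were vehicle for no effect and no enzyme for full effect; nearly all actives have a fitted effect of over 35% in size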
JMJD2A Tudor inh = qHTS Assay for Inhibitors of JMJD2A-Tudor Domain. Lysine-specific demethylase 4A (Homo sapiens), O75164. AlphaScreen JMJD2A-Tudor / H3K4me3 peptide binding. Potency, µM (top dose mostly 114 µM), inactives show at the highest dose activity change, negative = inhibition, most hits filed as inhibitors. actives 4.4% (n = 390,000); also: % is scaled to controls: 0 for no effect and ±100 for the full control effect; nearly all actives have a fitted effect of over 50% in size
POLI inh = qHTS for Inhibitors of Polymerase Iota. Potency, µM (titrated, usually from 115 µM), without a hit: at the highest dose activity, negative = inhibition, hits mostly inhibitors. actives 1% (n = 390,000). Pol iota fluorescent replication assay, 10 min. DNA polymerase iota (Homo sapiens), Q9UNA4
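Pol iota at 10 nM preincubated 15 min with compounds at room temperature; reaction started with fluorescent substrate, 50 nM final. Fluorescence read kinetically at 0 and 10 min; buffer-only wells as negative control.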
GLS inh = qHTS for Inhibitors of Glutaminase (GLS); GLS enzymatic activity, qHTS titration; Potency, µM (top dose mostly 45.5 µM), for the others: at the highest dose activity change, negative = inhibition, actives largely listed as inhibitors; actives 0.21% (n = 410,000); AID 624170, 2012; also: % is scaled to controls: 0 for no effect and ±100 for the full control effect
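Assay buffer: 45 mM KH2PO4 pH 8.2, 0.02% Tween-20. hKGA acts on L-glutamine (1 mM solution added); product glutamate is reported by an oxidase/peroxidase Amplex Red coupling, with fluorescence taken at baseline and 30 min.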
The depositor's hits bear a star; i = inactive; ? = inconclusive; . = no result given; [ ] = another dose, or the depositor's remark. Unless noted, calls follow the shape of the dose curve; as a rule, active = well fitted curve in the direction sought with a large enough effect; inconclusive = small, poorly fitted or top-dose-only effect, or another doubt; inactive = no such curve, though single readings can be large; an effect the other way counts as inactive or inconclusive. Potency is read from the fitted curve at half-maximal effect.

SMILES	HP1b chromo inh	G9a inh	Pin1 inhibitor	BAZ2B block	Tb PGK inh	BLM helicase inh	JMJD2A Tudor inh	POLI inh	GLS inh
O=C(NC1(C(F)(F)F)Oc2ccccc2O1)N1CCCC1	48%[activator]	6.3µM*	-7%	-6%	2%	1%	?	8%	43%[activator]
COc1ccc(C)cc1NC(=O)CCNS(=O)(=O)c1ccc2c(c1)CC(C)N2C(C)=O (configuration not stated)	50%[activator]	3%	-12%	-24%	-8%	1%	-14%	17%	-4%
CCN(CC)C(=S)SCC(=O)c1ccc(Br)cc1	171%[activator]	39%	0%	220%[activator]	-3%	-10%	154%[activator]	11%	5%
CON(C)S(=O)(=O)c1cccc(C(=O)Nc2ccc(S(=O)(=O)NC3=NCCCCC3)cc2)c1	11%	50µM*	0%	8%	-8%	.	-4%	-2%	2%
C(=N\n1cnnc1)/c1cn(-c2cccs2)nc1-c1ccccc1	16%	-41%[59 µM]	-2%	.	2%	-2%	-31%	17%	11%
Cc1cc(Nc2cccc(Cl)c2C)n2ncnc2n1	34%	8%	-2%	-3%	2%	2%	-9%	5%	9%
CC1CCc2nc(-c3cc4c(ccc5ccccc54)oc3=O)sc2C1 (configuration not stated)	18%[57 µM]	.	?	.	.	.	11%[57.1 µM]	?	.
Cc1c(O)ccc(/C(Cc2ccc3ccccc3n2)=N\O)c1O	10%	3%[12.7 µM]	2%	?	-10%	-9%	-31%	-2%	23%
CCOc1cc(CNCCc2ccc(S(N)(=O)=O)cc2)ccc1OCc1ccccc1	24%	10%	-6%	?	-1%	-9%	-6%	-17%	3%
CCOc1ccccc1NC(=O)CN1CCC(C(=O)c2ccc(OC)cc2)CC1	12%	-6%	-4%	-6%	-4%	-2%	-18%	5%	5%
COc1ccccc1C1CC(c2ccccc2)Nc2ncnn21 (configuration not stated)	22%	9%[59 µM]	-5%	15%	8%	-4%	-12%	5%	3%
Cc1nc2cc(NC(=O)Nc3ccc(N4CCOCC4)cc3)ccc2n1C	18%	8.9µM*	?	-22%	-1%	-9%	-19%	24%	28%
CCOc1ccc(NC(=O)Cn2c(=O)n(-c3cccc(Cl)c3)c(=O)c3c2c2cc(C)ccc2n3C)cc1	76%[activator]	28%[59 µM]	3%	11%	i	0%	-5%	28%	-3%
CNC(=O)C1CC(=O)N(c2ccc(OCC(=O)NCc3ccccc3)cc2)C1 (configuration not stated)	27%	39%	-3%	7%	i	4%	-3%	105%[activator]	-3%
CCOc1ccc2oc(=O)cc(CN3CCN(C(=O)c4ccc(OC)c(OC)c4)CC3)c2c1	37%	?	6%	-15%	-3%	-5%	-6%	?	1%
Cc1ccccc1N(C(=O)Cn1nnc2ccccc21)C(C(=O)NCc1ccco1)c1ccncc1 (configuration not stated)	9%	-25%[59 µM]	-3%	-4%	4%	-3%	-14%	19%	10%
O=C1OC(c2ccccc2)=N/C1=C/c1cccc(OC(=O)c2cccs2)c1	2%	.	4%	.	-6%	.	-32%	-20%	26%
COc1ccc(CC(NC(C)=O)C(=O)NC2CCN(c3nc(C)cc(C)c3C#N)CC2)cc1 (configuration not stated)	33%	-7%	-2%	-2%	-2%	-1%	-9%	3%	4%
COc1ccccc1N1CCN(C(=O)c2oc3ccccc3c2N)CC1	-18%	?	-5%	-37%	8%	-2%	?	19%	?
CC(=O)NCCc1ccc(C(=O)COC(=O)c2cc(C)oc2C)cc1	11%[57 µM]	.	-1%	.	i	.	-15%	33%[activator]	-6%
Cc1ccc(NC(=O)Cn2c(=O)cnc3ccccc32)cc1S(=O)(=O)N(C)C	31%	7%[59 µM]	4%	-18%	-6%	1%	-12%	16%	3%
CC1(c2ccc([N+](=O)[O-])cc2)NC(=O)N(CC(=O)c2ccc3c(c2)OCO3)C1=O (configuration not stated)	9%	-32%	0%	-5%	-7%	.	-14%	13%	-8%
Cn1cnnc1SCNC(=O)C(F)(F)F	42%	-4%	4%	19%	2%	1%	-6%	-3%	15%
Cc1ccc(S(=O)(=O)N2CCN(c3ccc([N+](=O)[O-])cn3)CC2)cc1	16%	-6%	0%	-12%	-4%	-9%	-9%	45%[activator]	5%
CC(C)(C)OC(=O)C[C@@H]1C/C=C\C[C@H](CC(=O)N[C@H](CO)Cc2ccccc2)C(=O)N[C@H](C(C)(C)C)COC1=O	38%	.	-1%	.	-5%	.	-5%	33%[activator]	-5%
Further compounds follow.
SMILES	HP1b chromo inh	G9a inh	Pin1 inhibitor	BAZ2B block	Tb PGK inh	BLM helicase inh	JMJD2A Tudor inh	POLI inh	GLS inh
CCOC(=O)c1nnn(-c2nonc2-n2cccc2)c1C	16%	19%[59 µM]	-3%	3%	-5%	0%	-2%	16%	1%
CNC(=O)N(C1=NCC(C)S1)c1ccc(F)cc1F (configuration not stated)	25%	12%[12.7 µM]	-16%	8%	-5%	0%	13%	-16%	-3%
COc1ccc(CC(=O)Nc2ccc3nc(Nc4cccc(Cl)c4)cc(C)c3c2)cc1OC	20%	-3%[59 µM]	11%	2%	-7%	-7%	-7%	27%	-9%
Cc1ccccc1C#N	14%	-3%[0.501 µM]	-4%	5%	-6%	.	-17%	18%	-2%
O=C(OC1CCCCC1=O)c1cccc(S(=O)(=O)N2CCOCC2)c1 (configuration not stated)	31%	-6%[2.33 µM]	-5%	6%	-8%	.	-10%	18%	20%
CN(C)c1ccc(CNC(=O)CN2C(=O)c3cccnc3Oc3ccc(Cl)cc32)cc1	14%	?	-7%	-11%	-9%	0%	-12%	19%	5%
CC(C)Cn1c(=O)c2ccccc2n2c(CCC(=O)N3CCN(c4cccc(Cl)c4)CC3)nnc12	20%	8%[59 µM]	1%	-1%	-9%	-5%	-14%	20%	5%
COc1ccc(NS(=O)(=O)c2cccc(C(=O)O)c2)cc1	38%	-10%	4%	-26%	-2%	1%	-12%	-12%	-6%
Cc1ccc2c(c1)c1c(c(=O)n(-c3cccc(Cl)c3)c(=O)n1CC(=O)NCCC1=CCCCC1)n2C	12%	9%[59 µM]	-4%	3%	5%	0%	-10%	16%	14%
CN(c1ccccc1C(=O)N1CCc2ccccc2C1)S(C)(=O)=O	12%	8%[12.7 µM]	?	-1%	-1%	-8%	-15%	8%	-1%
O=[N+]([O-])c1ccc(Cl)c(S(=O)(=O)/N=C(/Nc2cccnc2)c2ccccc2)c1	7%	.	2%	.	-9%	.	-21%	105%[activator]	4%
CCOC(=O)c1c(C)n(C)c2ccc(OC(C)=O)cc12	39%[activator]	11%[59 µM]	-11%	-1%	-4%	3%	9%	22%	-1%
CCOC(=O)C1CCN(CC(=O)Nc2ccc(S(=O)(=O)N3CCC(C)CC3)cc2)CC1	24%	-8%	-4%	0%	-7%	-6%	-13%	-15%	-1%
CCN(CC)C(=O)/C(=C\c1ccncc1)NC(=O)c1ccccc1	7%	-39%	0%	-8%	0%	4%	-14%	11%	13%
COc1ccc(N2CCN(C(=O)CCCn3c(=O)c4cccn4c4cccnc43)CC2)cc1	-14%	-7%[0.0925 µM]	-7%	?	-1%	1%	-27%	-12%	3%
CCC(=O)Oc1ccc(C2N(C(=O)CC)CCN2S(=O)(=O)c2ccc(C)cc2)cc1OC (configuration not stated)	14%	-5%[59 µM]	2%	-5%	0%	-5%	-2%	29%	6%
CCN(CC)C(=O)COn1c(SCC(=O)N(CC)CC)nc2ccccc2c1=O	35%	-11%[59 µM]	-2%	9%	-1%	4%	4%	18%	-3%
CCC(=O)N=c1sc2cc([N+](=O)[O-])ccc2n1CCOC	19%	32%[59 µM]	0%	26%	-7%	1%	-4%	-12%	1%
COc1ccc(-c2csc(NC(CO)c3nc4ccccc4n3CCCO)n2)cc1 (configuration not stated)	13%	.	5%	.	-3%	.	-27%	12%	-8%
O=C(CSc1oc(-c2ccc(F)cc2)nc1S(=O)(=O)c1ccccc1)c1ccc(Cl)cc1	22%	-28%[59 µM]	73%[activator]	-3%	0%	-4%	-1%	-3%	12%
Cc1cc(C)nc(NC(=O)c2cc3ccccc3o2)n1	24%	2%[59 µM]	1%	-5%	-9%[11.5 µM]	1%	-8%	3%	-8%
Cn1c(=O)c2c(=O)cc(NNC(=O)CC#N)[nH]c2n(C)c1=O	0%	?	-2%	-39%	10%	-2%	-26%	16%	25%
Cn1cc(Cl)c(C(=O)Nc2cccc(Cl)c2Cl)n1	32%	-40%[59 µM]	52%[activator]	-3%	-5%	1%	-14%	23%	9%
CCC(CC)C(=O)NCc1ccc(OC)cc1	28%	4%	6%	-17%	-9%	-5%	-6%	16%	1%
O=C(CN1C(=O)c2ccccc2S1(=O)=O)NCc1ccccn1	17%	-50%[12.7 µM]	-7%	?	i	-1%	-29%	-8%	2%
O=C(CN(Cc1ccccc1)C(=O)CCC(=O)Nc1nccs1)NCc1ccccc1	8%	?	-8%	0%	i	-8%	-7%	116%[activator]	4%
C/C(=N/NS(=O)(=O)c1ccc(C)cc1)c1c[nH]c2ccccc12	30%	25µM*	4%	-17%	8%	-9%	-18%	8%	5%
CCC(C)C(NC(=O)c1ccccc1NC(=O)c1ccccc1)C(=O)O (configuration not stated)	1%	-19%	-6%	-12%	-1%	0%	-7%[11.4 µM]	26%	21%

Record cards (already shown). Values in the order: HP1b chromo inh, G9a inh, Pin1 inhibitor, BAZ2B block, Tb PGK inh, BLM helicase inh, JMJD2A Tudor inh, POLI inh, GLS inh
CCC(CC)C(=O)NCc1ccc(OC)cc1 reads 28%, 4%, 6%, -17%, -9%, -5%, -6%, 16%, 1%
COc1ccc(NS(=O)(=O)c2cccc(C(=O)O)c2)cc1 reads 38%, -10%, 4%, -26%, -2%, 1%, -12%, -12%, -6%

Bioassay records: PubChem BioAssay, National Center for Advancing Translational Sciences (NCATS)

An excerpt; rates above refer to the full screens.
